Screening data deposited in PubChem by several laboratories.
dFosB activator: activators of delta FosB homodimer, primary screen, biochemical, fluorescence polarization, TAMRA-CDK5 oligo, single point | purified delta FosB; percent of positive-control signal above neutral wells | activation, % at 25 µM | actives 0.99% (n = 340,000) | AID 493131, 2011;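 active = mean activation above about 17%, with every replicate also reaching it, limit read from the data, passing the limit was not always enough; inconclusive = only one of the two conditions met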;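 note: fluorescence polarization rise as delta FosB binds a TAMRA Cdk5 AP-1 oligo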
Target sequence (P13346 whole entry, looked up): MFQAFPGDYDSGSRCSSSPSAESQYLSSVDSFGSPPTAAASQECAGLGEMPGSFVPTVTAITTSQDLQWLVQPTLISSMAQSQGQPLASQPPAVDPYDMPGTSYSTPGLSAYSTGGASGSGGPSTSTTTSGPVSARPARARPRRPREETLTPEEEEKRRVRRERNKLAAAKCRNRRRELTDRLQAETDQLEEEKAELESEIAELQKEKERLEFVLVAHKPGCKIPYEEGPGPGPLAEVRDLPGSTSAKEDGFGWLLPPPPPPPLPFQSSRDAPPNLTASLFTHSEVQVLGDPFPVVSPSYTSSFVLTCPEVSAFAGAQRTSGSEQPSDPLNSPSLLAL
Tat transport: E. coli Tat export inhibitors, primary screen, MC4100, TorA-mCherry reporter, fluorescence, single point; inhibition, % at 10 µM; actives 0.036% (n = 340,000); AID 488895, 2010;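 active = mean replicate inhibition at least 50% and at least half of replicates individually reaching 50%; inconclusive = only one of the two criteria met; inactive = neither criterion met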;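 note: exported cargo escapes ClpAP degradation while cytoplasmic cargo is degraded and loses fluorescence; 0% = median of neutral control wells and 100% = median of NaSCN control wells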
CDK5 inh: inhibitors of human CDK5/p35 kinase, primary screen, biochemical, single concentration; Recombinant CDK5/p35, ADP-Glo luminescence, 60 min; inhibition, % at 10 µM; actives 0.01% (n = 330,000);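 active = highest replicate inhibition of at least 50% and at least 75% of replicates reaching 50%; inconclusive = only one of the two criteria met; inactive = both criteria failed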;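 note: plate controls were DMSO neutral control for no effect and GW8510 at 10 µM for full effect; many of its hits are not listed in these tables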
Target sequence (Q00535 whole entry, looked up): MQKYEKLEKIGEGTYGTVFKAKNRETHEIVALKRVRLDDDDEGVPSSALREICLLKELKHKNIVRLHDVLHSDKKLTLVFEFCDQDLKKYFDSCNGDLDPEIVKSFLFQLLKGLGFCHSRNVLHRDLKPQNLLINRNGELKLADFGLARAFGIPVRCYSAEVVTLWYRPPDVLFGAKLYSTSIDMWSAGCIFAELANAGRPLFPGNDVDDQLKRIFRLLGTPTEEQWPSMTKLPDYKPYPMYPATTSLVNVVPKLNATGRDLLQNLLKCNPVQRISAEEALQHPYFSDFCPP
Target sequence (Q15078 whole entry, looked up): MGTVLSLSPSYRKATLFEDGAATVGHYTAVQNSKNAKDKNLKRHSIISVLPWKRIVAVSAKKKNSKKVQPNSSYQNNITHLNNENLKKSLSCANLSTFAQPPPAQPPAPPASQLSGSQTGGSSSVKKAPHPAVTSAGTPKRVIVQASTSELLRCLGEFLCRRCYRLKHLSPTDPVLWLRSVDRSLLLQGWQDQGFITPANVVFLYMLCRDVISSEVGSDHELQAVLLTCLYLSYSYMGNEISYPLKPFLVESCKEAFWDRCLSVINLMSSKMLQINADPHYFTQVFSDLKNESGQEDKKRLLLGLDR
RTF Ca sens act: cardiac RTF calcium sensitivity activators, primary screen, biochemical, IANBD-TnC fluorescence, EC20 calcium; activation, % at 7.2 µM; IANBD-labeled TnC RTF fluorescence at EC20 calcium; 0% EC20 calcium, 100% full calcium; Troponin I, cardiac muscle (Homo sapiens) + Troponin T, cardiac muscle (Homo sapiens) + …; actives 0.24% (n = 340,000);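 active = activation above the mean over all tested compounds plus 3 SD, cut at about 30% in these data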;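 note: rise in fluorescence read as greater calcium sensitivity of cardiac thin filaments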
Wnt act: Wnt/beta-catenin pathway activators, primary screen, cell-based, plate reader, single point. AID 743398, 2014. Wnt/beta-catenin reporter cell assay, activator. actives 1.2% (n = 300,000). activation, % at 9.35 µM; in the data active = activation above about 30%, passing the limit was not always enough; inconclusive = no clear call, values can overlap the other calls;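 note: 0% = neutral control wells and 100% = positive control wells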
CAL PDZ FP-1: CAL PDZ peptide-binding inhibitors, primary screen, biochemical, fluorescence polarization, Cer-tagged CAL PDZ, HTS | Golgi-associated PDZ and coiled-coil motif-containing protein (Homo sapiens), Q9HD26 | purified CAL PDZ, TMR-peptide fluorescence polarization, 1 h | inhibition, % at 20 µM | actives 0.02% (n = 330,000) | AID 504414, 2011;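 active = highest replicate inhibition of at least 40%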;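 note: plate controls were DMSO neutral control wells for no effect and unlabeled competitor peptide control wells for full effect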
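Test system: tagged CAL PDZ domain / Buffer or medium: sodium phosphate/NaCl buffer pH 7.4 with TCEP, IgG, Thesit / Reagent: TMR-labelled reporter peptide T*-PRC34 bound in PDZ groove / Compound dosing: single point, 20 µM / Schedule: 1 h incubation at room temperature before polarization reading / Technique: fluorescence polarization (mP) / Benchmarks: unlabelled peptide, DMSO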
Rtt109 Vps75: inhibitors of C. albicans Rtt109/Vps75 HAT, primary screen, biochemical, ThioGlo CoA-SH fluorescence, plate reader | Histone acetyltransferase RTT109 (Candida albicans (strain SC5314 / ATCC MYA-2876)), … | purified Rtt109/Vps75, 4 h | inhibition, % at 34.9 µM | actives 0.16% (n = 330,000) | AID 540336, 2011;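 active = inhibition of at least 50% in every replicate; inconclusive = best replicate reaches 50% inhibition but some replicates fall short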
CAL PDZ FP-2: untagged CAL PDZ binding inhibitors, primary screen, biochemical, fluorescence polarization, HTS. Golgi-associated PDZ and coiled-coil motif-containing protein (Homo sapiens), Q9HD26. purified CAL PDZ, TMR-peptide fluorescence polarization, 1 h. inhibition, % at 24.9 µM. actives 0.92% (n = 300,000). AID 602252, 2012;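 active = mean inhibition of at least 30% with at least half of replicates also reaching 30%; inconclusive = no clear call, values can overlap the other calls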;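 note: 0% = DMSO neutral control and 100% = excess unlabeled competitor peptide PRC23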
V-ATPase pH: regulators of yeast V-ATPase proton pumping, primary screen, pHLuorin cytosolic pH fluorescence. response, % at 10 µM. S. cerevisiae. actives 0.37% (n = 350,000); in the data active = response mostly above about 7.3%, no sharp cut-off; inactive = mostly below about 5.4%; note: actives read high; inactives centre near 0; some compounds called inactive have numbers as strong as hits
MITF TRPM1 HTS: activators of MITF-driven TRPM1 promoter reporter, primary screen, cell-based, SK-MEL-5, luciferase, single point; SK-MEL-5 TRPM1-promoter luciferase, 24 h; % of positive control, neutral wells = 0; activation, % at 12.5 µM; actives 0.75% (n = 300,000); AID 588334, 2011;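 active = mean activation of at least 80% with every replicate also reaching 80%; inconclusive = mean reaches 80% but some replicate falls short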;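 note: 0% = neutral control wells and 100% = parthenolide positive control wells; values of inactives mirror those of a sister screen read the other way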
Starred values were filed as active, the others as inactive; u = inconclusive; x = not tested or not shown.

dFosB activator	compound	Tat transport	CDK5 inh	RTF Ca sens act	Wnt act	CAL PDZ FP-1	Rtt109 Vps75	CAL PDZ FP-2	V-ATPase pH	MITF TRPM1 HTS
-3	CCOC(=O)CNC(=S)N(CCCN1CCCCCC1)Cc1cccs1	1	0.0	-1	1	-1.3	x	0	0	9
0	COc1cc(C2c3cc4c(cc3CC3COC(=O)N32)OCO4)cc(OC)c1OC (stereo unspecified)	4	-1.1	-3	-9	-0.3	-3	-3	2	x
-7	C=CCNc1nc(-c2sc(NC(C)=O)nc2C)cs1	-20	2.4	-2	9	-0.9	5	-3	-3	20
0	COc1ccccc1CNC(=O)CN1C(=O)c2ccc([N+](=O)[O-])cc2C1=O	13	0.9	-6	3	-2.2	0	-3	-1	-3
-1	Nc1ccc(-c2nnc(-c3ccc(N)cc3)o2)cc1	-2	-0.8	1	35*	-0.1	-9	9	0	99*
1	CCOC(=O)CSc1nnc(-c2ccncc2)o1	6	0.3	4	x	0.4	5	-1	2	1
1	CCOC(=O)COc1ccc(Br)cc1C1NC(=O)NC(C)=C1C(=O)NCc1ccccc1 (stereo unspecified)	1	0.3	1	-2	-0.6	0	-1	1	-2
-6	CC(Sc1ccccc1)C(=O)NNC(=O)c1ccncc1 (stereo unspecified)	0	0.1	0	-1	-2.9	49	4	-3	3
-9	COC(=O)c1ccc(CSc2nc(C(F)F)cc(C)c2C#N)o1	1	0.0	2	2	-4.6	-1	-5	-2	3
-18	Cc1cc(=O)oc2c3c(cc(OCC(=O)NCc4ccccn4)c12)OC(C)(C)CC3	30	0.9	16	-2	-2.2	-10	-7	-3	-1
-6	CCCCOc1ccc(-c2csc(N)n2)cc1[N+](=O)[O-]	6	0.0	0	x	-1.4	-16	2	-1	80
-13	COc1ccc(OC(=O)N2C/C(=C/c3ccccc3)C(=O)/C(=C\c3ccccc3)C2)cc1	-3	1.8	1	-6	0.3	-13	2	4	-85
14	O=C1c2cccc3cccc(c23)C(=O)N1CCN1CCN(CC(O)COc2ccc3ccccc3c2)CC1 (stereo unspecified)	15	2.5	1	-1	-2.1	-3	0	-1	8
-6	CCc1cc(C(=O)N(CC(C)C)c2c(N)n(Cc3ccccc3)c(=O)[nH]c2=O)sc1C	-6	0.7	-16	1	0.5	1	x	3	3
3	O=C(CCn1cccc1)NCc1ccccc1	-3	1.0	2	x	-0.4	-2	-3	0	-14
-6	COc1ccc(CCNC(=O)COc2ccc(S(=O)(=O)N3CCOCC3)cc2)cc1	-2	-0.3	-1	x	-0.9	-2	-4	0	-4
-5	CCN(C(=O)c1cccnc1SC)C12CC3CC(CC(C3)C1)C2	-4	0.8	4	2	-3.0	8	-2	-5	-11
6	Nc1nonc1C(=O)NCCc1ccccc1	4	-9.3	4	0	-0.8	0	-2	1	23
-10	CCCn1cc(S(=O)(=O)c2ccccc2)c(=O)c2cc(OCC)ccc21	-7	-0.7	-4	0	-2.0	4	-1	0	13
-2	O=C(Cc1c(F)cccc1Cl)N1CCOCC1	-2	-2.0	-2	0	-0.1	10	x	4	6
2	Cc1ccc(Cn2nc(C)c(NC(=O)CSc3nc4c(c(C(F)(F)F)n3)CCc3ccccc3-4)c2C)cc1	3	1.0	-2	-2	-0.4	2	-5	1	7
-1	COc1ccc(C(=O)NC(=S)Nc2ccc3c4c(cccc24)CC3)cc1OC	-11	0.3	10	x	1.2	9	-5	2	-5
0	Cc1[nH]c(=O)c(C(=O)c2cc(Cl)ccc2O)cc1C(=O)O	29	-8.7	x	-2	-1.0	8	6	-1	0
3	N/C(=N\OC(=O)Cc1cccs1)c1ccc(Br)cc1	1	0.5	-4	2	-0.8	x	8	0	42
1	CN(CC(=O)NCC1CCCO1)S(=O)(=O)c1cc(Cl)ccc1Cl (stereo unspecified)	-2	-2.9	6	x	x	6	-9	-2	-16
1	CCOCCCNc1nc2c(C)cccn2c(=O)c1/C=C1\SC(=S)N(CC(C)C)C1=O	10	-0.5	3	0	-0.2	5	-2	7	5
-1	Cc1ccc([N+](=O)[O-])cc1NC(=O)C1CCN(S(C)(=O)=O)CC1	3	2.4	1	0	1.0	-4	-4	-1	14
-5	O=S(=O)(c1ccccc1)N1CCCC1c1nc2ccccc2s1 (stereo unspecified)	2	1.6	1	0	-0.3	-4	0	-1	-8
4	Nc1c(Cl)cc(C2=NCCn3nc4ccccc4c32)cc1Cl	9	-1.7	-8	-12	-1.8	3	-3	2	-29
-4	CCOc1ccc(S(=O)(=O)N2CCN(C(=O)c3cc(S(=O)(=O)N4CCOCC4)ccc3C)CC2)cc1	-4	-0.9	-4	-1	-2.7	33	-5	-5	-10
-5	CC(C)(CO)N1CCN(C(=S)Nc2ccccc2)CC1	-4	1.9	-3	-1	-2.5	-7	11	4	5
2	N#CC1=C(N)OC2=C(C(=O)CCC2)C1C1CC=CCC1 (stereo unspecified)	-5	-2.3	4	x	0.8	-3	-4	6	1
-1	Cc1ccc2nc(NCC(=O)NN)nc(-c3ccccc3)c2c1	-4	0.7	-2	-1	-0.8	-56	-3	x	x
u	O=C(CC1S/C(=N/N=C/c2cccs2)NC1=O)Nc1ccc(Cl)c(Cl)c1 (stereo unspecified)	-4	0.6	-3	-6	-0.8	20	2	1	-8
-5	O=[N+]([O-])c1ccccc1Sc1nccn1Cc1ccccc1	-12	-0.4	4	4	-1.7	0	x	8	-1
-8	COc1ccc(CN(C)C(=O)c2ccccc2OCc2c(C)noc2C)c(OC)c1	-1	-0.5	0	-2	0.4	-2	1	1	-1
-6	Cc1cc(NC(=O)C23CC4CC(C2)CC(n2cnc([N+](=O)[O-])n2)(C4)C3)no1	-3	0.7	-4	-2	-3.1	-1	-1	4	-3
3	Nc1nonc1-n1nnc(C(=O)N/N=C/c2ccc(Cl)cc2Cl)c1CN1CCOCC1	-4	1.0	2	-1	-0.3	2	-8	-1	15
3	CC/C=C(/NC(C)=O)c1ccccc1	-6	2.1	13	-3	-0.1	1	-4	0	-6
-13	COc1ccc(C)cc1NS(=O)(=O)c1ccc2c(c1)CCN2C(C)=O	8	-0.1	2	-3	-0.4	4	1	-3	-9
-2	COc1ccc(NC(=O)Nc2ccc(OC)cc2)cc1	18	-0.3	0	x	0.7	-1	-2	-62	62
-3	COCCNCC(=O)N1CCCCCC1	1	-1.9	-6	0	-2.4	0	3	-1	0
-11	COCCNc1nc(N)c([N+](=O)[O-])c(Nc2ccc(F)cc2)n1	-2	0.9	1	1	0.2	-4	-8	0	3
-7	CCC(C)C(NC(=O)OC(C)(C)C)C(=O)NC(CC(C)C)C(N)=O (stereo unspecified)	-5	-1.1	15	x	x	-5	-7	4	2
-6	O=C(CNC(=O)c1ccc(OC(F)F)cc1)Nc1cccc(S(=O)(=O)N2CCCC2)c1	-2	-2.6	2	5	-0.8	-1	6	-5	-2
-1	Cc1c(Br)c([N+](=O)[O-])nn1CC(=O)Nc1cccc2nonc12	-9	0.9	0	-1	2.6	1	0	3	6
2	COC(=O)CCCn1nc(NC(=O)COc2ccc(F)cc2)cc1C	-2	0.2	-6	0	-2.7	1	0	3	0
1	COc1ccc(C(=O)N/C(=C\c2ccccc2)C(=O)N2CCOCC2)cc1	6	-0.8	-10	3	-1.1	0	-2	-2	6
12	Cc1cc2cc(CNS(=O)(=O)c3ccc4ccccc4c3)ccc2n1C	-5	-0.2	0	-6	0.2	1	2	-6	-5
6	CCOC(=O)CC1=C(C(=O)OCC)C(c2ccncc2)C(C#N)=C(N)O1 (stereo unspecified)	0	-1.1	-1	-7	-0.7	-9	0	1	1
-13	CC(C)(C)c1nc2ccccc2c2nnc(SCC(=O)Nc3nccs3)n12	-3	0.6	0	-12	-2.5	12	-3	1	-24
7	CN(Cc1ccccc1)C(=O)COC(=O)c1ccc(Br)o1	0	1.8	2	-1	-1.6	-2	-4	-23	1
-4	COc1cc(OC)nc(N/N=C(\c2ccccc2)c2ccncc2)n1	1	-1.8	0	0	-2.8	0	-1	5	6
-10	O=C(NCCCN1CCCC1=O)c1ccc2c(c1)NC(=O)c1ccccc1S2	0	0.9	1	-1	-1.2	2	x	-2	-7
-3	CCOc1ccc(S(=O)(=O)N2CCN(C(=O)CN3C(=O)NC(C)(C)C3=O)CC2)cc1	-2	0.8	2	47*	0.7	-6	4	5	8
-1	O=C(c1cccs1)N1CCN(S(=O)(=O)Cc2ccccc2)CC1	23	-4.8	6	-3	-1.4	-2	2	-2	x
